# Source: PubChem BioAssay
# LYPLA1 inh – LYPLA1 (human) inhibition in PME1 counter-screen; inhibition, % at 5.9 µM; 0.16% of 320,000 active; recombinant LYPLA1, FP-Rh probe fluorescence polarization; O75608; AID 2174;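 active means inhibition above the mean of all tested compounds plus 3 SD, set per campaign, cut at about 14% in these data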;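 further: inhibitors block serine hydrolase probe labeling of LYPLA1 so polarization falls; 0% = enzyme with DMSO and 100% = wells lacking LYPLA1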
# Target sequence (O75608 whole entry, looked up): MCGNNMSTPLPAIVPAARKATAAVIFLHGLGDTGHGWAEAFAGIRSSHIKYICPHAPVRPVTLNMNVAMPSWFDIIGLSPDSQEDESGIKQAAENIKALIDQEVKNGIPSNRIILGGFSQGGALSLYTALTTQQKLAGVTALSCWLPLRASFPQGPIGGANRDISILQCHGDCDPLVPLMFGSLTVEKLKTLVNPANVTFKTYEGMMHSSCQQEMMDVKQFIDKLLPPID
# PAFAH1B3 FP inh – blocks human PAF acetylhydrolase 1B catalytic subunit 3 | recombinant PAFAH1B3, FP-rhodamine probe, fluorescence polarization | inhibition, % at 3.39 µM | 0.28% of 340,000 active;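 active means inhibition above the screen-wide average of all tested compounds plus 3 SD, cut at about 25% in these data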;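 further: 0% = enzyme with DMSO only and 100% = wells lacking PAFAH1B3 protein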
# PAFAH1B2 FP inh – blocks human PAF acetylhydrolase 1b catalytic subunit 2; P68402; 1.2% of 340,000 active; recombinant PAFAH1B2, FP-rhodamine activity probe, fluorescence polarization; inhibition, % at 3.39 µM;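 active means inhibition above the mean of all tested compounds plus 3 SD, cut at about 24% in these data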;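 further: 0% = enzyme with DMSO and 100% = wells lacking PAFAH1B2; many of its hits are not listed in these tables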
# PAD4 FP inh – inhibitors of human PAD4; recombinant PAD4, RCA probe fluorescence polarization; inhibition, % at 6.36 µM; Q9UM07; 0.41% of 330,000 active;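 active means percent inhibition above a cutoff equal to the mean of all tested compounds plus 3 SD, cut at about 15% in these data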;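 further: 0% = PAD4 with RCA probe and DMSO and 100% = probe without PAD4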
# PME-1 primary – PME-1 (human) inhibition | recombinant PME-1, FP-Rh probe fluorescence polarization | inhibition, % at 5.9 µM | 0.53% of 320,000 active | Q9Y570;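 active means inhibition above the campaign mean of all compounds plus 3 SD, cut at about 26% in these data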;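 further: competitive labeling of PME-1 active site by serine hydrolase directed probe; 0% = PME-1 with DMSO and 100% = wells lacking PME-1 enzyme; inhibitors block probe labeling so polarization falls and inhibition rises; many of its hits are not listed in these tables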
# GSTO1 inh – GSTO1 inhibition, counter-screen for RBBP9 inhibitors; P78417; recombinant GSTO1, activity-based probe fluorescence polarization; inhibition, % at 5.96 µM; 1.1% of 300,000 active;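 active means inhibition above the campaign mean inhibition plus 3 SD, cut at about 35% in these data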;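 further: 0% = GSTO1-1 with DMSO and 100% = wells lacking GSTO1-1 enzyme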
# Target sequence (P78417 whole entry, looked up): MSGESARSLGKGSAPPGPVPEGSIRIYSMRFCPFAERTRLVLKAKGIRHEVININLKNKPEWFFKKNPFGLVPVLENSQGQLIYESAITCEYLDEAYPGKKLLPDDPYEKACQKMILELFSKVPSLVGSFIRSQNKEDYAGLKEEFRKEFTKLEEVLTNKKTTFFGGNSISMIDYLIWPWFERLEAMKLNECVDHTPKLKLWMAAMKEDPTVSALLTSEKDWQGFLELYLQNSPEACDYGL
# PREPL inhibitor – inhibits the human prolyl oligopeptidase-like enzyme | recombinant PREPL, fluorescence polarization activity-based probe | inhibition, % at 5.96 µM | 0.68% of 320,000 active | AID 2751; in the data active means inhibition above about 43%;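 further: 0% = enzyme with DMSO and 100% = wells lacking enzyme; many of its hits are not listed in these tables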
# LYPLA2 inh – counter-screen for PME1 inhibitors: inhibitors of human LYPLA2; O95372; recombinant LYPLA2, FP-Rh probe fluorescence polarization; inhibition, % at 5.9 µM; 0.38% of 320,000 active;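 active means inhibition above the screen-wide mean plus 3 SD, limit set per campaign, cut at about 26% in these data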;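 further: 0% = LYPLA2 with DMSO and 100% = wells lacking LYPLA2 enzyme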
# pPAFAH FP inh – inhibitors of human plasma PAF acetylhydrolase (pPAFAH) | Q13093 | recombinant pPAFAH, FP-rhodamine probe fluorescence polarization | 1.5% of 330,000 active | inhibition, % at 3.39 µM;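 active means inhibition above the mean inhibition across the screen plus 3 SD, cut at about 25% in these data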;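 further: inhibitors block binding of the rhodamine activity-based probe so polarization drops; 0% = enzyme with DMSO and 100% = wells lacking pPAFAH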
# Target sequence (Q13093 whole entry, looked up): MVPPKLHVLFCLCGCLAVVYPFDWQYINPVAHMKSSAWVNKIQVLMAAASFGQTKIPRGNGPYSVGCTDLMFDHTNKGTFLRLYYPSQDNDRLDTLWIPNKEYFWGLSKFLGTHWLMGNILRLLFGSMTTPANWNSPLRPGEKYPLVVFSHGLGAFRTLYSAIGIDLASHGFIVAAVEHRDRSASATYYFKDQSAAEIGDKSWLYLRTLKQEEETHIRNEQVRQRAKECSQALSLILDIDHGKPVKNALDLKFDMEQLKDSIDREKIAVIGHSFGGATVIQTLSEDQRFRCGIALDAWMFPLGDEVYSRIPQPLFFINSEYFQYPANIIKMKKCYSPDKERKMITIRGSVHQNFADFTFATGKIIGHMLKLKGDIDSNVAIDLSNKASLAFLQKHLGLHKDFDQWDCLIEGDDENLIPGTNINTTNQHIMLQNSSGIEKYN
# Starred values were filed as active, the others as inactive; nt = no result given.
SMILES,LYPLA1 inh,PAFAH1B3 FP inh,PAFAH1B2 FP inh,PAD4 FP inh,PME-1 primary,GSTO1 inh,PREPL inhibitor,LYPLA2 inh,pPAFAH FP inh
O=C(Cc1nnc(NC(=O)Nc2ccccc2F)s1)NCc1ccccc1,1,nt,nt,-3,-3,3,8,1,1
CN(CCO)c1cc(N(C)CCO)c([N+](=O)[O-])cc1[N+](=O)[O-],0,1,1,-1,-3,-2,2,2,4
O=C(NCC(=O)N1CCN(c2ccccc2O)CC1)c1ccc(Br)o1,-1,2,0,-6,-3,-6,10,5,6
Brc1c(CSc2nncn2-c2ccccc2)nc2ncccn12,-2,-2,4,4,2,2,9,2,2
CCCCCC(=O)Nc1nc(C)c(-c2csc(Nc3cc(Cl)ccc3C)n2)s1,-15,19,6,-8,4,-2,10,-8,9
CCOc1ccc(NC(=O)c2cccc3c2C(=O)N(Cc2cccnc2)C3)cc1,-2,5,8,0,-14,5,20,-3,-4
CC(CN1CCCC1)OC(=O)Cc1ccc(Cl)cc1 (configuration not stated),5,11,2,-5,-7,3,-4,2,8
COc1ccc(S(=O)(=O)NCC(c2cccnc2)N2CCN(Cc3ccccc3)CC2)cc1C (configuration not stated),-1,5,2,-1,3,3,9,4,2
COC(=O)C1=C(C)N(Cc2ccccc2)C(=O)/C1=C\c1ccco1,-2,-4,3,2,-3,5,1,-1,11
CC[C@H](C)[C@H](NC(N)=O)C(=O)NNC(=O)c1ccc(COc2cccc3cccnc23)cc1,1,10,4,2,1,13,8,10,11
Cc1onc(-c2ccccc2)c1-c1nc2ccccc2c(=O)o1,-6,-1,5,6,-7,-45,20,-10,-5
COc1cccc(-c2nc(CS(=O)CC(=O)NC3CC3)c(C)o2)c1 (configuration not stated),-2,1,2,-8,-6,9,17,-2,-2
CCOC(=O)CSc1nnc(C)c(C)n1,1,4,3,-1,2,11,0,5,5
COc1cccc(NC(=O)N2CCCC(C(=O)NCc3ccc(F)cc3)C2)c1 (configuration not stated),-2,4,0,-2,2,-2,5,-6,2
O=c1cc(-c2ccccc2)nc2nc(-c3ccco3)[nH]n12,0,7,11,-2,1,-23,-1,2,6
CC(C)C(=O)NC(=O)COC(=O)/C=C/c1cccs1,-2,7,2,-5,-4,-10,0,1,5
O=C(NC(=S)Nc1cc(Cl)ccc1O)c1cccc(Br)c1,-3,-3,0,-2,4,-7,7,-5,11
NNC(=O)COc1ccc(C(F)(F)F)cc1,1,-1,-1,-1,1,1,8,3,2
CSC1=NCCN1C(=O)Cc1ccc(F)cc1,4,-1,-7,-6,4,7,1,-3,3
COCCn1c(C)cc(C2=NNC(=Nc3ccc(OC)cc3)SC2)c1C,-2,1,-2,-4,0,9,14,-8,0
O=C(CCc1nc2sc3c(c2c(=O)[nH]1)CCCC3)Nc1ccccc1Cl,-4,-2,-6,-6,-14,0,-28,-14,-7
Cc1nc2cc(C(F)(F)F)ccc2n1C1CCN(CC(=O)N2CCCC2)CC1,3,3,3,-3,3,1,8,8,5
CCn1c(NC(=O)C(C)C)c2ccccc2nc1=O,-6,7,5,-5,-9,9,-6,-6,-4
CCOC(=O)N1CCN(C(=O)CSc2ccc(-c3ccccc3)nn2)CC1,1,3,0,-2,2,-7,-4,0,-2
CCCCNCCCOc1ccc(C)cc1Br,0,-9,4,-7,-1,-1,-3,-1,-9
COc1ccc(Cl)c2sc(N(CCN(C)C)C(=O)c3ccc4c(c3)OCCO4)nc12,3,4,2,-3,-1,0,-5,5,0
CC(=O)N[C@@H](Cc1c[nH]c2ccccc12)C(=O)OCC(=O)Nc1ccc(S(=O)(=O)N(C)C)cc1,-4,-2,1,0,3,-3,17,0,8
CCOc1ccc(-c2n[nH]c(C(=O)NN)c2C)cc1,-2,7,2,-2,-15,-5,13,3,2
Cc1ccc(SCCNC(=S)Nc2ccc(C)c(C)c2)cc1,-17,0,15,0,-12,2,7,-19,-3
COc1cccc([C@@H]2CC=C(C(=O)O)[C@H](c3ccc(F)cc3)N2S(=O)(=O)c2ccc(C)cc2)c1,-3,17,26*,-1,-4,0,-9,2,-4
CCOc1ccc(NC(=S)NCc2ccc3c(c2)OCO3)cc1,-9,6,-2,-2,-12,2,5,-14,-2
CC(Oc1ccc2ccc(=O)oc2c1)C(=O)NCCN1CCOCC1 (configuration not stated),4,6,-2,5,6,3,0,6,3
CCOc1ccc(N(CC(=O)NCc2ccc(F)cc2)C(=O)c2ccco2)cc1,-3,2,-2,-1,-2,-5,-20,4,-1
COc1ccc(C(=O)N/N=C(\C)CC(=O)Nc2ccc3c(c2)OCO3)cc1,1,1,8,3,4,3,1,8,3
C[C@@H]1NS(=O)(=O)[C@H]2C[C@@H]3C=C[C@]2(O3)[C@H]1OC(=O)c1ccccc1Br,0,1,-2,-3,-3,nt,1,-4,2
CC(=O)N1CCN(C(=O)c2ccc(Oc3ccccc3)cc2)CC1,-2,3,3,-5,-1,-5,-1,-2,6
O=C(CSc1nc(C(F)(F)F)cc(=O)[nH]1)Nc1nccs1,2,4,3,1,5,-13,6,-1,1
Cc1nc(NC(=O)C23CC4CC(CC(C4)C2)C3)sc1Cc1ccc2c(c1)OCO2,-9,-15,1,-2,-1,-2,18,-12,0
COc1ccc(NC(=O)c2ccccc2)c([N+](=O)[O-])c1,-1,-2,4,2,3,-1,-5,-2,5
COc1ccc(N2CCN(CCNC(=O)C3CC(=O)N(C4CCCC4)C3)CC2)cc1 (configuration not stated),-1,-3,3,1,4,4,14,-5,5
COc1ccc(/C=N/Nc2nncc3ccccc23)c(OC)c1,-1,5,0,-2,10,6,4,5,6
COc1cc(OC)cc(C(=O)Nc2ccc(S(=O)(=O)Nc3cc(C)nc(C)n3)cc2)c1,-4,nt,nt,-1,-1,-1,-10,-6,-1
CCOc1c2ccc(C(=O)NCc3ccc(C(F)(F)F)cc3C(F)(F)F)cc2nn1C,-2,5,3,2,2,1,3,-4,16
CCOc1ccc(S(=O)(=O)n2nnc3ccccc32)cc1C(C)C,-1,nt,nt,-4,0,-3,6,-7,-10
CSc1cccc(NC(=O)c2sc3nc4n(c(=O)c3c2C)CCC4)c1,0,3,4,-2,0,-5,7,-1,-4
Cc1cccc(NC(=O)CSc2nsc(SCC(=O)Nc3cccc(C)c3)c2C#N)c1,-33,-11,-7,0,-35,-23,-11,-48,-26
O=C(N/N=C/c1ccccc1Br)c1cccc(S(=O)(=O)N2CCOCC2)c1,-1,-1,1,-6,-5,nt,11,-11,-4
O=C(CCCNS(=O)(=O)c1cccs1)N1CCc2ccccc2C1,-3,7,5,-6,0,-8,-4,-7,6
COCC(=O)N(C)c1nnc(-c2cnccn2)s1,-2,-5,4,2,2,4,0,-5,4
O=C(CC1C(=O)NCCN1Cc1ccoc1)NCCCn1ncc2ccccc21 (configuration not stated),2,10,6,-6,-3,6,12,-2,2
COc1cc(NC(=O)c2cc3ccccc3o2)c(OC)cc1Br,3,9,-6,1,-5,3,10,8,8
CCN(CC)S(=O)(=O)c1ccc2c(c1)c(=O)c(C(=O)NCCOC)cn2C,2,8,4,-3,-2,1,-13,1,9
CCSc1nnc(NC(=O)C(CC)(C(F)(F)F)C(F)(F)F)s1,-1,1,11,0,-3,-145,4,-6,4
COc1ccc(C2CC(c3ccccc3)=NN2C(=O)CCCC(=O)O)cc1 (configuration not stated),-4,8,3,2,4,-1,-3,10,10
CC(C)(C)c1ccc(/C=N/Nc2cccc(C(=O)O)c2)cc1,4,14,10,-5,8,14,-3,2,12
CCNC(=S)N=Nc1c(O)[nH]c2ccc(C(C)C)cc12,-1,6,3,-4,7,-11,7,-1,7
CCCC(C)NC(=O)/C=C/c1cccc([N+](=O)[O-])c1 (configuration not stated),-2,-1,5,5,-3,1,-9,2,-2
CCCc1ccc(C(=O)CCC(=O)O)cc1,-4,10,-4,-2,-9,2,-7,2,4
CC1CCCC(C)N1C(=O)COC(=O)Cc1c[nH]c2ccccc12 (configuration not stated),-10,5,5,0,5,-2,0,-10,1
O=C(O)CCNC(=O)c1ccccc1,1,0,1,1,1,-4,10,3,3

# Additional structures follow:
SMILES,LYPLA1 inh,PAFAH1B3 FP inh,PAFAH1B2 FP inh,PAD4 FP inh,PME-1 primary,GSTO1 inh,PREPL inhibitor,LYPLA2 inh,pPAFAH FP inh
O=c1oc2cccnc2n1CCS(=O)(=O)c1ccc(F)cc1,3,2,5,5,-3,0,-7,6,2
COCCNC(=O)c1ccc2c(=O)n(Cc3ccco3)c(SCC(=O)NC3CCCCC3)nc2c1,3,6,2,4,0,1,1,5,4
COc1cccc2cc(-c3ccccc3)c(=O)oc12,-2,-1,0,-3,0,5,-5,1,1
O=C(O)CSCC(=O)N1CCCN(c2nccc(C(F)(F)F)n2)CC1,3,6,4,-7,0,-6,-3,-6,4
CC(=O)c1ccc(NC(=O)c2ccc(S(=O)(=O)c3ccccc3)cc2)cc1,-6,3,1,-1,-9,-5,-9,-3,-1
CCn1cc(C(=O)NC2CCCCCC2)c(=O)c2cc(S(=O)(=O)N3CCCCC3)ccc21,1,-1,0,4,1,1,2,1,5
COc1ccc(/C=N/n2cncn2)cc1CSc1ccccn1,5,-2,3,2,1,1,-7,9,4
Cc1ccc(-n2[nH]c3c4c(ccc3c2=O)C(=O)c2ccccc2C4=O)cc1,1,2,3,3,-1,13,26,-3,4
COCCn1c(N)c(N(Cc2ccccc2)C(=O)c2cc(=O)[nH]c3ccccc23)c(=O)[nH]c1=O,nt,1,1,4,nt,nt,16,nt,-2
O=C(OCc1nc2ccccc2[n+]([O-])c1C(=O)c1ccccc1)c1cccnc1,-2,7,2,0,0,11,12,-4,5
CC1(C)C(=O)N(CCN2CCC(C(=O)c3ccc(F)cc3)CC2)c2ccccc21,1,5,-1,1,-2,1,-22,6,12
Cc1cccc(C(=O)Nc2cc(=O)n(C)c(=O)n2C)c1,3,2,4,0,-6,0,-3,2,0
CCOC(=O)C(C)(C)Sc1nc2c(cnn2-c2ccc(F)cc2)c(=O)[nH]1,-1,8,5,-2,0,-1,4,-2,0
CN1CCc2c(sc3c2c(=O)n(-c2ccccc2)c2n[nH]c(=S)n32)C1,-2,8,2,2,-2,19,6,0,2
COc1ccc(CCN(Cc2cccs2)S(=O)(=O)c2ccc(C(=O)O)cc2)cc1OC,-6,1,5,2,3,8,3,-1,1
O=S(=O)(N/N=C/c1ccc2c(c1)OCO2)c1ccc(Br)cc1,2,7,26*,-3,4,-1,-5,0,1
CCc1cccc(NC(=O)CSCc2cc(=O)[nH][nH]2)c1,-2,-1,4,-10,2,31,12,7,17
CC(Cc1c[nH]c2ccccc12)NC(N)=O (configuration not stated),3,10,-1,0,-6,-1,10,2,-2
CC(C)c1ccc(/C=N/Nc2ccc(C(=O)O)cc2)cc1,5,2,3,-2,3,7,-2,-1,16
CCc1nnc(NC(=O)COc2ccccc2[N+](=O)[O-])s1,0,0,7,-3,-2,3,-4,2,2
COc1ccc(/C=C2\Oc3cc(OCC(=O)N4CCC[C@H]4CO)ccc3C2=O)c(OC)c1,4,1,0,-5,-1,-19,9,-5,7
Cc1onc(-c2ccccc2)c1C(=O)N1CCN(S(=O)(=O)c2ccccc2C(F)(F)F)CC1,-1,9,0,0,-5,4,0,-7,1
Cn1cc(/C=N\NC(=O)C2COc3ccccc3O2)c2ccccc21 (configuration not stated),-3,nt,nt,-9,-6,-4,17,-2,-2

# Not all compounds are listed; the hit share may differ from the screen's.
